Compound activity from PubChem BioAssay.
RmlC RmlD mix – RmlC/RmlD inhibition, mixture screen; RmlC/RmlD coupled enzyme inhibition, 384-well mixture HTS; inhibition, % at 5.5 µM; 110,000 compounds, 0.39% hits; AID 1532; in the data active means inhibition above about 30%, passing the limit was not always enough; further: strong numbers were not always called active
RT RNaseH block – inhibitors of HIV-1 reverse transcriptase RNase H. inhibition, % at 10 µM. 65,000 compounds, 1.9% hits. RT-RNase H RNA/DNA duplex cleavage, fluorescence; in the data active means inhibition above about 50%
The depositor's hits bear a star. A portion of the library; count on the stated rates, not on these rows.

Screening Cc1cccc(NC2=NC3(CCCCC3)N=C(N)N2)c1C returned RmlC RmlD mix -12.6 and RT RNaseH block -5.9.
CCN(CC)CC(=O)NCC1(c2ccccc2)CCOCC1 was read as RmlC RmlD mix 8.9.
`CC[n+]1c(/C=C/Nc2ccccc2)oc2ccccc21` gave RmlC RmlD mix 3.2.
CSc1ccccc1C(=O)NC1CCCC1 was read as RmlC RmlD mix -10.2.
O=C(c1cnn2c(C(F)(F)F)cc(-c3ccco3)nc12)N1CCCCCC1 was read as RmlC RmlD mix 29.5 and RT RNaseH block -7.3.
`Cc1nc2ccc(C(C(F)(F)F)(C(F)(F)F)C(F)(F)F)cc2[nH]1` gave RmlC RmlD mix 3.6 and RT RNaseH block -17.0.
`O=C(NC12CC3CC(CC(C3)C1)C2)C12CC3CC(C1)CC(n1cnc(Cl)n1)(C3)C2` gave RmlC RmlD mix 5.4.
For O=C1CC(N2CCC(c3nc4ccccc4o3)CC2)C(=O)N1c1ccc(Cl)cc1 (centres undefined) the results were RT RNaseH block 23.3.
Screening O=C(C1CCCCC1)N(CCN1CCCC1)c1nc2ccccc2s1 returned RT RNaseH block 4.6.
`CCOC(=O)N1CCN(Cc2nc3c(c(=O)n(C)c(=O)n3C)n2Cc2ccc(F)cc2)CC1` gave RmlC RmlD mix 5.8 and RT RNaseH block -4.9.
CCOC(=O)/C=c1\s/c(=C\c2ccc3c(c2)OCCO3)c(=O)n1CC(=O)NCC1CCCO1 (centres undefined) was read as RmlC RmlD mix -14.7 and RT RNaseH block 39.8.
`Cc1cccc(OCc2nnc(SCC(=O)c3cccs3)n2C)c1C` gave RmlC RmlD mix 7.6 and RT RNaseH block -15.8.
For CCCCCCn1cnc2c(c1=O)c1nc3ccccc3nc1n2/N=C/c1ccco1 the results were RmlC RmlD mix 10.6 and RT RNaseH block -0.4.
COc1cc(/C=C/C(=O)OC2CC3CCC2(C)C3(C)C)ccc1O (centres undefined) was read as RmlC RmlD mix 3.1.
For Cc1ccccc1N=C/C=C1/C=C(c2ccccc2)OC(C)(C)O1 the results were RmlC RmlD mix -29.6.
CCC(=O)NC(Nc1sc2c(c1C(=O)OC)CCN(C)C2)(C(F)(F)F)C(F)(F)F was read as RmlC RmlD mix 29.6.
`O=C(CSc1nc2ccccc2c(=O)n1-c1cccc(C(F)(F)F)c1)NC1CC1` gave RmlC RmlD mix -13.0.
Screening Cc1cc(Nc2cc(C)on2)n2ncnc2n1 returned RmlC RmlD mix 11.2 and RT RNaseH block -9.4.
`COc1cc(OC)c2ccc(=O)oc2c1C(CCN1CCCC(C)C1)c1ccc2c(c1)OCO2` (centres undefined) gave RmlC RmlD mix 8.4.
For O=C1CSC(=NC(=O)c2ccccc2)N1 the results were RmlC RmlD mix 7.2 and RT RNaseH block -3.9.
Screening O=C(CSCc1ccc([N+](=O)[O-])cc1)NCCSCc1ccccc1 returned RmlC RmlD mix -0.3.
For CC(=O)c1cccc(N(CC(=O)O)S(C)(=O)=O)c1 the results were RmlC RmlD mix -12.0 and RT RNaseH block 0.5.
Screening c1ccc(OCCSc2nnc3sc4ccccc4n23)cc1 returned RmlC RmlD mix 6.9 and RT RNaseH block -65.4.
`O=C1CCC(=O)N1c1nc2nc(-c3ccccc3)cc(-c3ccccc3)n2n1` gave RmlC RmlD mix 103.4* and RT RNaseH block 3.4.
Screening O=C(CN(C(=O)Cn1nnc(-c2cccs2)n1)c1cnc2ccccc2c1)NCC1CCCO1 (centres undefined) returned RmlC RmlD mix -13.2 and RT RNaseH block 11.9.
Screening COCCNc1oc(-c2ccc(C)cc2)nc1C#N returned RT RNaseH block -54.1.
For Cn1c(N2CCOCC2)nc2c1c(=O)n(Cc1ccc(Cl)c(Cl)c1)c(=O)n2C the results were RmlC RmlD mix -13.5 and RT RNaseH block -4.6.
Screening COC(=O)Nc1ccc(S(=O)(=O)Nc2cccc3ccccc23)cc1 returned RmlC RmlD mix -7.9.
For O=C(O)c1cnc(-c2ccccc2)nc1Sc1ccc(Cl)cc1Cl the results were RmlC RmlD mix 14.2.
For N/C(=N\OC(=O)C(c1ccccc1)c1ccccc1)c1cccnc1 the results were RmlC RmlD mix -13.0.
Cc1ccc(N(C(C)C(=O)O)S(=O)(=O)c2cccnc2)cc1 (centres undefined) was read as RmlC RmlD mix -3.0 and RT RNaseH block -8.8.
`O=C(NCc1ccc2c(c1)OCO2)C1CCN(S(=O)(=O)c2ccc(Br)s2)CC1` gave RmlC RmlD mix -3.5 and RT RNaseH block 22.2.
`CC(CCc1ccccc1)C(=O)NO` (centres undefined) gave RmlC RmlD mix 4.6 and RT RNaseH block -6.4.
Screening CC1(C)CC(=O)C(C=NCCCO)=C(O)C1 returned RmlC RmlD mix -18.9 and RT RNaseH block -4.1.
Screening CC(C)(C)OC(=O)C1C(=O)CC(C)(O)C(C(=O)OC(C)(C)C)C1c1cccnc1 (centres undefined) returned RmlC RmlD mix 5.5.
Screening O=C(NC1CCCC1)C(c1cccs1)N(C(=O)c1ccno1)c1ccccc1 (centres undefined) returned RmlC RmlD mix -0.5 and RT RNaseH block -1.1.
Screening Cc1cccc(-c2nsc(SCC(=O)Nc3nccs3)n2)c1 returned RmlC RmlD mix -0.1 and RT RNaseH block 82.4*.
COC(=O)C1=C(C)N(CCCC(=O)O)C(=O)NC1c1ccc(C#N)cc1 (centres undefined) was read as RmlC RmlD mix 1.8.
COc1ccc(OC)c(N=c2oc3cc(O)ccc3cc2C(N)=O)c1 was read as RmlC RmlD mix 20.9 and RT RNaseH block 0.7.
`CN(C1=C(N2CCCCC2)C(=O)c2ccccc2C1=O)c1ccccc1` gave RmlC RmlD mix -8.6.
CCOc1cccc(-c2nnc3sc(-c4ccco4)nn23)c1 was read as RmlC RmlD mix 1.0 and RT RNaseH block 29.1.
For C/C(=N\NC(=O)c1ccc(OC2CCCC2)cc1)c1ccc(C)s1 the results were RmlC RmlD mix -7.9.
For CSc1nc2nc(-c3ccccc3)cc(C(F)(F)F)n2n1 the results were RmlC RmlD mix -10.9 and RT RNaseH block 1.4.
CCN(C(=O)CSc1nnc(-c2ccccc2Cl)n1C1CCCC1)C1CCS(=O)(=O)C1 (centres undefined) was read as RmlC RmlD mix -14.8 and RT RNaseH block 13.3.
`NP(=O)(OCC(F)(F)F)Oc1ccccc1` (centres undefined) gave RmlC RmlD mix -9.5.

Among those listed so far, these have a Cl atom.
`O=C(NC12CC3CC(CC(C3)C1)C2)C12CC3CC(C1)CC(n1cnc(Cl)n1)(C3)C2` gave RmlC RmlD mix 5.4.
For O=C1CC(N2CCC(c3nc4ccccc4o3)CC2)C(=O)N1c1ccc(Cl)cc1 (centres undefined) the results were RT RNaseH block 23.3.
For Cn1c(N2CCOCC2)nc2c1c(=O)n(Cc1ccc(Cl)c(Cl)c1)c(=O)n2C the results were RmlC RmlD mix -13.5 and RT RNaseH block -4.6.
For O=C(O)c1cnc(-c2ccccc2)nc1Sc1ccc(Cl)cc1Cl the results were RmlC RmlD mix 14.2.
CCN(C(=O)CSc1nnc(-c2ccccc2Cl)n1C1CCCC1)C1CCS(=O)(=O)C1 (centres undefined) was read as RmlC RmlD mix -14.8 and RT RNaseH block 13.3.

(next part)
`Cc1cccc(C)c1OCC(O)CNC(C)C` (centres undefined) gave RmlC RmlD mix 5.7.
CCNc1nc(NCC)nc(-n2nc(C)cc2C)n1 was read as RT RNaseH block -2.3.
Screening OCCN(Cc1ccccc1)CC1CCCCC1 returned RmlC RmlD mix 6.4 and RT RNaseH block -3.4.
Screening COC(=O)CSc1nc2sc3c(c2c(=O)n1C1CCCCC1)CCN(C)C3 returned RT RNaseH block 22.6.
For N#Cc1nc(-c2ccccc2F)oc1NCCc1ccccn1 the results were RmlC RmlD mix -12.8 and RT RNaseH block -77.1.
For Nc1cccc2c1C(=O)N(C(=O)c1cccc(S(=O)(=O)N3CCCCCC3)c1)C2=O the results were RmlC RmlD mix -49.9.
`CCOc1ccc2nc(C)cc(C(=O)O)c2c1` gave RmlC RmlD mix 15.7 and RT RNaseH block 0.8.
Screening Cc1ccccc1/C(N)=N/OC(=O)/C=C/c1ccccc1 returned RmlC RmlD mix -11.5.
CCc1nn(C(C)C(=O)N2CCN(Cc3ccccc3)CC2)c(=O)c2cc3occc3n12 (centres undefined) was read as RmlC RmlD mix 5.7 and RT RNaseH block -13.4.
`O=c1c2ccccc2nc2n1CCN2Cc1ccc(Cl)cc1` gave RmlC RmlD mix -10.3 and RT RNaseH block -22.1.
O=C(NCc1cccnc1)Nc1cccc(NC(=O)NCc2cccnc2)c1 was read as RmlC RmlD mix 21.9 and RT RNaseH block -11.9.
For CC(NS(C)(=O)=O)C(c1cccs1)N1CCN(Cc2ccccc2)CC1 (centres undefined) the results were RmlC RmlD mix -10.5 and RT RNaseH block -8.1.
`CNc1cc(CSC)nc(SCc2ccc(Cl)c(Cl)c2)n1` gave RmlC RmlD mix 19.9.
`COCCCNC(=O)COc1ccc(Cl)c(C)c1` gave RmlC RmlD mix 4.3 and RT RNaseH block -52.5.
Screening O=C1C2N=NN(CC(=O)N3N=C(c4cccc5ccccc45)CC3c3ccccc3)C2C(=O)N1c1ccccc1 (centres undefined) returned RmlC RmlD mix -0.8.
Screening Cc1ccc(-c2nc(N)n(C(=O)c3cccnc3)n2)cc1 returned RmlC RmlD mix 9.2 and RT RNaseH block -3.1.
Screening COc1ccc2c(c1)CCc1c(C(=O)Nc3c(C)n(C)n(-c4ccccc4)c3=O)noc1-2 returned RmlC RmlD mix 11.6 and RT RNaseH block -6.3.
C=CCn1c(SCC(=O)Nc2ccc(C(=O)OCC)cc2)nnc1-c1sc(N)nc1C was read as RmlC RmlD mix -4.7 and RT RNaseH block -4.4.
Screening COCc1cc(=O)n2c(-c3ccccc3OC)n[nH]c2n1 returned RmlC RmlD mix 14.6 and RT RNaseH block 3.4.
For CCOc1ccc(C(=O)COC(C)=O)cc1 the results were RmlC RmlD mix -12.0 and RT RNaseH block -0.9.
For O=C(Nc1nc2ccc(Cl)cc2s1)c1ccco1 the results were RmlC RmlD mix 10.2.
O=C(c1ccco1)N1CCN=C1SCc1cccnc1 was read as RmlC RmlD mix 5.9 and RT RNaseH block -25.4.
CCC(=O)Nc1cc2c(cc1C(C)=O)OCCO2 was read as RmlC RmlD mix 10.3.
Screening COC(=O)Cc1nnc(NC(=O)C(C)C)s1 returned RmlC RmlD mix 6.6.
`O=C(CN1CCOCC1)N/N=C/c1cc2ccccc2nc1Cl` gave RmlC RmlD mix -7.6.
`CCN1CCN(Cc2ccc(NC(=O)c3ccc(C)c(NC(=O)c4nccnc4N)c3)cc2C(F)(F)F)CC1` gave RmlC RmlD mix 10.7.
CC(C)C[C@H](NS(=O)(=O)c1ccc(Br)cc1)C(=O)O was read as RmlC RmlD mix -16.1.
CSc1nnnn1-c1ccc(C(=O)OCC(=O)N2CCOCC2)cc1 was read as RmlC RmlD mix 3.9 and RT RNaseH block 2.0.
COc1ccc(CCNC(=O)Cn2cnc3c(cnn3C(C)(C)C)c2=O)cc1OC was read as RmlC RmlD mix 3.6 and RT RNaseH block -3.8.
For COc1ccc(CNc2ccccc2SC)cc1OC the results were RmlC RmlD mix 7.3.
`CCCOc1ccc(C2c3c(oc4cc(C)c(C)cc4c3=O)C(=O)N2CCCN(C)C)cc1` (centres undefined) gave RmlC RmlD mix -10.4 and RT RNaseH block 14.6.
Screening O=S(=O)(c1ccc(F)cc1)N1CCC(N2CCN(c3ccccc3)CC2)CC1 returned RT RNaseH block -6.1.
`COc1cccc(-n2nnnc2SCC(=O)NCCc2ccccc2)c1` gave RmlC RmlD mix 34.9 and RT RNaseH block 70.1*.
`CCc1c(C#N)c(SCCC(=O)Nc2cccc(OC)c2)nc2c1C(=O)CC(C)(C)C2` gave RmlC RmlD mix -8.8.
Screening O=c1c2c(nc3nc(CCc4ccccc4)[nH]n13)CCC2 returned RmlC RmlD mix -11.9 and RT RNaseH block -1.8.
Screening O=C(/C=C/c1ccco1)Nc1ccc(Oc2ccccc2)cc1 returned RmlC RmlD mix 154.0.
C=CCn1c(N)c(S(=O)(=O)c2cccs2)c2nc3ccccc3nc21 was read as RmlC RmlD mix 11.3 and RT RNaseH block -0.8.
`Cc1ccc(C2C(C#N)=C(N)Oc3c2oc(CO)cc3=O)o1` (centres undefined) gave RmlC RmlD mix 4.7 and RT RNaseH block -5.4.
`CCc1noc2c1/C(=N\O)CC(c1ccccc1)C2` (centres undefined) gave RmlC RmlD mix -2.5 and RT RNaseH block -11.9.
COc1ccc(C=NC(CO)C(O)c2ccc([N+](=O)[O-])cc2)cc1 (centres undefined) was read as RmlC RmlD mix -1.6.
For COc1ccc(-c2cn(-c3ccc(C)cc3)c(=O)n2CC(=O)Nc2cccc(F)c2)cc1 the results were RmlC RmlD mix -9.1.
For Cc1cccc(NC(=S)N/N=C/c2ccc([N+](=O)[O-])s2)c1 the results were RmlC RmlD mix 7.3.
For CCCCNC(=O)c1ccc(NS(=O)(=O)c2ccccc2)cc1 the results were RmlC RmlD mix 8.4 and RT RNaseH block 0.5.
Screening CN(C)c1ccc(-c2nc3ccccc3n2C)cc1 returned RmlC RmlD mix -0.6 and RT RNaseH block -5.0.
Cc1nn(-c2ccccc2)c2nc(-c3ccco3)cc(C(=O)O)c12 was read as RmlC RmlD mix 2.6 and RT RNaseH block 23.2.

In the list so far, these have an NH in an aromatic ring.
`Cc1nc2ccc(C(C(F)(F)F)(C(F)(F)F)C(F)(F)F)cc2[nH]1` gave RmlC RmlD mix 3.6 and RT RNaseH block -17.0.
Screening COCc1cc(=O)n2c(-c3ccccc3OC)n[nH]c2n1 returned RmlC RmlD mix 14.6 and RT RNaseH block 3.4.
Screening O=c1c2c(nc3nc(CCc4ccccc4)[nH]n13)CCC2 returned RmlC RmlD mix -11.9 and RT RNaseH block -1.8.

The list continues.
`Cc1ccc(NC(=S)NNC(=O)C2CC2c2ccc(C)cc2)cc1` (centres undefined) gave RmlC RmlD mix 6.3.
`CC(C)Oc1ccc(NC(=O)c2ccncc2)cc1` gave RmlC RmlD mix -11.2 and RT RNaseH block 0.7.
Nc1nnc(CCS(=O)(=O)c2ccc(Cl)cc2)s1 was read as RmlC RmlD mix -1.3.
For Cc1ccc(-n2cccc2/C=N/n2cnnc2)cc1Cl the results were RmlC RmlD mix -12.7.
